Screening data: PubChem, NMMLSC
Avidin fluor: green autofluorescence of compounds with avidin beads – biophysical, 488/530 nm, flow cytometry, artefact control, profiling panel; AID 1775, 2009; fluorescence (KMESF) at 10 µM; compound fluorescence 488/530 nm; stronger effect = higher value; actives 0.38% (n = 220,000); in the data active = fluorescence above about 47; note: inactives centre near 10
Bcl-W Bim block: inhibitors of Bim binding to Bcl-W, primary screen, biochemical, multiplexed, bead-based flow cytometry; Bcl-2-like protein 2 (Homo sapiens), Q92843; inhibition, % at 10 µM; Bim peptide-Bcl-W binding; actives 0.02% (n = 190,000); AID 952, 2007;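 note: 0% = bound tracer without compound and 100% = peptide blocker; higher means less fluorescent Bim peptide bound to Bcl-W beads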
Target sequence (Q92843 whole entry, looked up): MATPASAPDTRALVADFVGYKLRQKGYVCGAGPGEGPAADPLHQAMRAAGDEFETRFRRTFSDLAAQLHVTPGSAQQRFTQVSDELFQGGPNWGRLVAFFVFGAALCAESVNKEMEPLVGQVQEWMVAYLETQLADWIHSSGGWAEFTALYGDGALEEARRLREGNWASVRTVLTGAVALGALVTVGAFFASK
ABCB1 inh: ABCB1 efflux pump inhibitors, primary screen, cell-based, multiplex, flow cytometry, ABCG2 counter-screen; ATP-dependent translocase ABCB1 (Homo sapiens), P08183; CCRF-Adr cells, JC-1 efflux; inhibition, % at 6.6 µM; actives 0.067% (n = 190,000); AID 1326, 2008; in the data active = inhibition above about 40%;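 note: 0% = vehicle and 100% = reference inhibitor; higher value means more JC-1 retained so stronger ABCB1 efflux block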
Bcl-2 Bim block: inhibitors of Bim-Bcl-2 binding, primary screen, biochemical, multiplexed, human Bcl-2 family | Apoptosis regulator Bcl-2 (Homo sapiens), P10415 | Bead-based flow cytometry, Bim peptide-Bcl-2 binding | inhibition, % at 10 µM | actives 0.06% (n = 190,000); in the data active = inhibition above about 40%;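 note: 0% = no compound wells with probe peptide and 100% = reference peptide inhibitor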
Target sequence (P10415 whole entry, looked up): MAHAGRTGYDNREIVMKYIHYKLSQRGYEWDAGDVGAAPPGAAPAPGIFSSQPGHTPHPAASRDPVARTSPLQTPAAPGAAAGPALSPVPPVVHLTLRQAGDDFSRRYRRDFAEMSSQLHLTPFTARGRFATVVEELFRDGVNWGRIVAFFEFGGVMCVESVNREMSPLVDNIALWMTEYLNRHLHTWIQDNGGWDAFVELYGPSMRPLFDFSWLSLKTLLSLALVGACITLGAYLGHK
RGS4-Gao reg: modulators of RGS4 binding to Galphao, primary screen, biochemical, multiplexed bead flow cytometry | Guanine nucleotide-binding protein G(o) subunit alpha (Homo sapiens), P09471 | actives lie on both sides | binding response (% of control), % at 10 µM | actives 0.33% (n = 220,000); in the data active = binding response below about 49% or above about 150%; inactive = in between;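 note: fluorescent Galphao activated with aluminum fluoride binding bead-coupled RGS4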
Target sequence (P09471 whole entry, looked up): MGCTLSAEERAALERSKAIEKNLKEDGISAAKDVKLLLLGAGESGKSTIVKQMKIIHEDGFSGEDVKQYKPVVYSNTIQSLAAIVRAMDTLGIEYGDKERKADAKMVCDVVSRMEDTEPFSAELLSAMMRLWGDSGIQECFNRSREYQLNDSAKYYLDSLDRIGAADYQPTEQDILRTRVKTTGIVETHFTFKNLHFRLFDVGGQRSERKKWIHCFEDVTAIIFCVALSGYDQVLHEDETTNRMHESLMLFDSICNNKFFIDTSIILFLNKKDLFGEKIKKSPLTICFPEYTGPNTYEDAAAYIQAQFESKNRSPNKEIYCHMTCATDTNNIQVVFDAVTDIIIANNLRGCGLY
Bim-Bfl-1: inhibitors of Bim binding to Bfl-1, primary screen, biochemical, multiplexed, bead-based flow cytometry | inhibition, % at 10 µM | Bim-Bfl-1 binding inhibition | actives 0.12% (n = 190,000) | Bcl-2-related protein A1 (Homo sapiens), Q16548;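 note: 0% = wells without compound plus tracer and 100% = blocker peptide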
Bcl-B Bim block: inhibitors of Bim-Bcl-B binding, primary screen, biochemical, multiplexed, human Bcl-2 family. Bcl-2-like protein 10 (Homo sapiens), Q9HD36. bead-based flow cytometry, Bim peptide-Bcl-B binding. inhibition, % at 10 µM. actives 0.073% (n = 190,000);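 note: 0% = tracer peptide without compound and 100% = reference inhibitor peptide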
Bim-Bcl-XL: inhibitors of Bim-Bcl-XL binding, primary screen, biochemical, multiplexed, bead flow cytometry, human Bcl-XL; Bcl-2-like protein 1 (Homo sapiens), Q07817; Bim peptide-Bcl-XL binding, fluorescence; inhibition, % at 10 µM; actives 0.04% (n = 190,000); AID 1007, 2008
Target sequence (Q07817 whole entry, looked up): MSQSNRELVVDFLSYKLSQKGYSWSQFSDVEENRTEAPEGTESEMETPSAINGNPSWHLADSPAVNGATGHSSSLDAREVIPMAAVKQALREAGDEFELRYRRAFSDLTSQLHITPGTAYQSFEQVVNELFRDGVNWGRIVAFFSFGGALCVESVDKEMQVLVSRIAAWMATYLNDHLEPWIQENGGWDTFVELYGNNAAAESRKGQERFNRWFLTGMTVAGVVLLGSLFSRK
ABCG2 block: ABCG2 efflux pump inhibitors, primary screen, multiplex with ABCB1, IgMXP3 cells, flow cytometry; Broad substrate specificity ATP-binding cassette transporter ABCG2 (Homo sapiens), Q9UNQ0; JC-1 efflux; inhibition, % at 6.6 µM; actives 0.1% (n = 190,000);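 active = inhibition above 80%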;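 note: 0% = DMSO and 100% = nicardipine control wells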
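Times: 10 min at 25 °C | Test system: Two drug-resistant human cell lines, ABCG2 and ABCB1 | Quantity: 3 million cells/mL final, two lines in 1:1 ratio | Signal: Flow cytometry, 530 nm JC-1 signal | Dosing: Compound at 6.6 µM | Controls: Nicardipine and DMSO wells | Reagent: JC-1 as fluorescent efflux pump substrate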
RGS7-Gao reg: RGS7-Galphao binding modulators, primary screen, biochemical, multiplexed bead flow cytometry; AID 1439, 2008; Guanine nucleotide-binding protein G(o) subunit alpha (Homo sapiens), P09471; binding response (% of control), % at 10 µM; actives 0.35% (n = 220,000); actives lie on both sides; in the data active = binding response below about 49% or above about 150%;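 note: fluorescent Galphao held in activated GDP-AlF4 state binding bead-coupled RGS7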
GSH bead fluor: compound fluorescence on glutathione beads, profiling panel, artefact control, biophysical, 488/530 nm, flow cytometry. fluorescence (KMESF) at 10 µM. GSH beads flow cytometry, compound fluorescence 488/530 nm; stronger effect = higher value. AID 1776, 2009. actives 0.25% (n = 190,000); in the data active = fluorescence above about 89;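 note: glutathione beads carrying GST-tagged Bcl family fusion proteins plus one bare bead set; values are compound well signal with DMSO vehicle wells as background; inactives centre near 16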
The depositor's hits bear a star; & = joins results of further samples. Cut-off read from the data, not from the text of the source, unless noted: active = inhibition above about 40%.

SMILES	Avidin fluor	Bcl-W Bim block	ABCB1 inh	Bcl-2 Bim block	RGS4-Gao reg	Bim-Bfl-1	Bcl-B Bim block	Bim-Bcl-XL	ABCG2 block	RGS7-Gao reg	GSH bead fluor
COc1cccc(C2CC(c3cccs3)=NN2C(=O)CSc2nc3ccccc3o2)c1OC (stereo unspecified)	12	-7	1.2	-12	98	-17	-12	-10	4	101	21
COc1ccc(CNc2ccc3c(c2)CCC3)cc1OC	6	1	0.5	1	109	1	3	3	5	108	15
Cc1oc(-c2ccc(Cl)cc2)nc1CN1CCC(C(=O)NCCCN2CCOCC2)CC1	20	0	0.4	2	103	-1	0	-2	1	100	19
COc1cc(NS(=O)(=O)c2ccc(NC(=S)NC(=O)CC(C)C)cc2)nc(OC)n1	5	-2	0.2	3	97	2	-1	-3	1	98	14
CCCOc1ccc(N2CC(C(=O)Nc3ccccn3)CC2=O)cc1 (stereo unspecified)	5	-2	0.1	2	96	-3	-3	-5	1	101	22
Fc1ccccc1Cc1noc(CN2CCN(Cc3ccc4c(c3)OCO4)CC2)n1	6	0	0.0	-6	97	-2	0	-2	3	91	18
Cc1cccc(-c2cc3nc(C)cc(C)n3n2)c1	7	1	0.6	-2	91	-6	-4	1	10	93	11
COc1cc(-c2nnc(Sc3ccc(C(F)(F)F)cc3[N+](=O)[O-])o2)cc(OC)c1OC	72*	0	0.4	-3	106	-1	-2	-1	1	106	19
Cc1nc2c(-c3ccccc3)c(C)nn2c(C)c1CCC(=O)O	6	0	-0.2	-8	99	-10	-2	-1	1	97	14
O=C(NCCCN1CCCC1=O)c1cc(=O)c2ccccc2o1	33	-7	0.1	-2	90	-2	-5	-4	0	90	17
COc1ccccc1NS(=O)(=O)c1cc(NC(=O)Nc2ccccc2)ccc1N1CCCCC1	10	3	-0.7	2	97	0	8	0	-6	95	21
O=S(=O)(N1CCCCC1)N1CCNCC1	8	-6	0.0	2	101	3	0	-1	0	99	17
Cn1cc(C(=O)c2ccc(Cl)cc2Cl)cc1C(=O)N/N=C(\N)COc1cccc(C(F)(F)F)c1	12	0	0.4	0	100	0	0	-2	2	102	24
CCCCOCC(O)Cn1c(C)nc2ccccc21 (stereo unspecified)	9	0	0.3	-4	106	-12	-4	-20	3	102	261*
O=S(=O)(Cc1cc(NCc2ccccc2)nc(-c2ccccn2)n1)c1ccccc1	2	1	-1.7	-4	87	-4	-2	0	20	70	14
COc1ccc(CCNC(=O)c2csc3c2CCCC3)cc1OC	14	-3	0.1	-5	98	-8	-3	-5	1	99	16
CCC(C)(C)n1nnnc1C(c1cc2cccc(C)c2[nH]c1=O)N1CCCC1 (stereo unspecified)	5	3	0.9	-6	107	-9	-6	-10	2	104	47
CCN(Cc1ccccc1)C(=O)C1CCN(Cc2ccc(OC)c(OC)c2OC)CC1	14	-1	0.1	-2	99	0	0	-3	0	95	22
O=C(Nc1ccccc1)N1CCN(Cc2ccc3c(c2)OCO3)CC1	24	-7	0.5	-6	100	-8	-9	-9	3	103	14
CCOC(=O)c1ccc(NC(=O)CSc2nnnn2CCCO)cc1	19	0	0.2	-5	104	-8	-6	-4	4	105	33
CCOC(=O)C1CCCN(c2ncnc3c2oc2ccccc23)C1 (stereo unspecified)	24	0	1.1	-3	101	0	-1	-2	3	99	11
O=C(Cc1cccs1)Nc1cccc(-c2nnc(-c3ccco3)o2)c1	9	0	1.4	-2	104	-8	-1	-5	11	97	21
COc1ccc(C)cc1NC(=O)NCc1ccccn1	10	-4	0.9	-2	103	-4	-1	-1	4	103	13
NC1=NC(c2ccccc2Cl)n2c(nc3ccccc32)N1 (stereo unspecified)	9	0	0.2	0	110	-1	0	0	0	104	8
O=c1c([N+](=O)[O-])cc(C(F)(F)F)cn1Cc1cccc(Cl)c1	20	0	2.6	-4	101	-8	-8	-2	21	99	15

A second format for 3 compounds above:
| structure | Avidin fluor | Bcl-W Bim block | ABCB1 inh | Bcl-2 Bim block | RGS4-Gao reg | Bim-Bfl-1 | Bcl-B Bim block | Bim-Bcl-XL | ABCG2 block | RGS7-Gao reg | GSH bead fluor |
| --- | --- | --- | --- | --- | --- | --- | --- | --- | --- | --- | --- |
| O=C(NCCCN1CCCC1=O)c1cc(=O)c2ccccc2o1 | 33 | -7 | 0.1 | -2 | 90 | -2 | -5 | -4 | 0 | 90 | 17 |
| COc1ccc(CCNC(=O)c2csc3c2CCCC3)cc1OC | 14 | -3 | 0.1 | -5 | 98 | -8 | -3 | -5 | 1 | 99 | 16 |
| COc1ccccc1NS(=O)(=O)c1cc(NC(=O)Nc2ccccc2)ccc1N1CCCCC1 | 10 | 3 | -0.7 | 2 | 97 | 0 | 8 | 0 | -6 | 95 | 21 |

Quoted from the listing.
Under RGS7-Gao reg, COc1ccc(CCNC(=O)c2csc3c2CCCC3)cc1OC is entered as 99
Under Bcl-2 Bim block, O=S(=O)(Cc1cc(NCc2ccccc2)nc(-c2ccccn2)n1)c1ccccc1 is entered as -4
Under GSH bead fluor, NC1=NC(c2ccccc2Cl)n2c(nc3ccccc32)N1 (stereo unspecified) is entered as 8
Under Bcl-W Bim block, CCCCOCC(O)Cn1c(C)nc2ccccc21 (stereo unspecified) is entered as 0
Under Bcl-2 Bim block, COc1cccc(C2CC(c3cccs3)=NN2C(=O)CSc2nc3ccccc3o2)c1OC (stereo unspecified) is entered as -12

Returning to the listing, starting 4 compounds before the break.
SMILES	Avidin fluor	Bcl-W Bim block	ABCB1 inh	Bcl-2 Bim block	RGS4-Gao reg	Bim-Bfl-1	Bcl-B Bim block	Bim-Bcl-XL	ABCG2 block	RGS7-Gao reg	GSH bead fluor
O=C(Cc1cccs1)Nc1cccc(-c2nnc(-c3ccco3)o2)c1	9	0	1.4	-2	104	-8	-1	-5	11	97	21
COc1ccc(C)cc1NC(=O)NCc1ccccn1	10	-4	0.9	-2	103	-4	-1	-1	4	103	13
NC1=NC(c2ccccc2Cl)n2c(nc3ccccc32)N1 (stereo unspecified)	9	0	0.2	0	110	-1	0	0	0	104	8
O=c1c([N+](=O)[O-])cc(C(F)(F)F)cn1Cc1cccc(Cl)c1	20	0	2.6	-4	101	-8	-8	-2	21	99	15
COc1ccc(OC)c(C2C(C#N)=C(N)Oc3c2c(C)nn3-c2cccc(Cl)c2)c1 (stereo unspecified)	32	-2	0.9	-1	105	0	-3	-2	4	101	24
Nc1nonc1-c1nc2ccccc2n1CC(=O)N/N=C\c1ccc(-c2ccc(Cl)cc2)o1	38	0	-0.4	1	98	2	0	0	-1	98	12
c1ccn2cc(CSC3=NCCS3)nc2c1	9	1	0.4	-14	93	-14	-9	-5	1	94	8
CCN(CC)S(=O)(=O)c1ccc(OC)c(-n2cnnn2)c1	12	-7	0.2	-2	101	-3	-3	0	2	100	12
CCOCCCNC(=O)CSc1nc2nc(C)c(Cc3ccccc3)c(C)n2n1	25	1	0.6	0	98	-4	-3	-2	2	99	25
CC1(Br)C2CCCC1C2S(=O)(=O)c1ccccc1 (stereo unspecified)	12	0	0.5	-11	101	-7	-4	-2	1	98	13
COc1ccc(NC(=O)Cn2nnc(C(=O)NCc3cccc(OC)c3)c2N)cc1	8	-1	0.4	-3	100	-1	-1	-5	3	100	18
CC(C)C(NC(=O)C(Cc1ccccc1)NC(=O)OCc1ccccc1)C(=O)O (stereo unspecified)	11	0	0.0	-12	100	-5	-3	0	0	107	50
COc1cccc(CCC(=O)O)c1OC	22	-5	2.5	-5	107	-4	-10	-4	9	103	11
O=c1oc2ccccc2n1Cn1c(=O)oc2ccccc21	12	-1	0.7	-3	105	-5	-1	-1	2	102	6
COc1ccc(C(=O)Oc2ccc(=O)n(-c3ccccc3)n2)cc1	21	-4	1.2	0	101	-3	-2	0	4	115	50
CC(C)CCSc1nnc(Cn2c(=O)sc3ccccc32)n1C	26	-6	0.8	-5	101	-7	-9	-8	4	98	16
O=C(NC1CCCCCC1)C1CCN(S(=O)(=O)c2cnc[nH]2)CC1	10	0	1.2	-4	94	-4	-4	-3	3	88	9
O=S(=O)(c1cc(Cl)ccc1Cl)n1ccnc1	5	6	-0.2	-1	94	3	-3	2	-1	90	9
CCN(CC)S(=O)(=O)c1cccc(-c2nnc(SCc3nnc(-c4ccccc4)o3)n2C)c1	5	11	2.8	22	90	26	15	24	7	83	12
OCCNc1nc(OCC(F)(F)F)nc(N2CCN(C34CC5CC(CC(C5)C3)C4)CC2)n1	12	-2	0.5	-1	106	-6	-2	-3	1	105	79
COc1cccc(-n2nc3c(=S)[nH]nc(C)c3c2C)c1	10	0	0.4	0	104	-1	-6	0	4	104	17
O=S(=O)(NC1CCN(Cc2ccccc2)CC1)c1cccc(S(=O)(=O)N2CCOCC2)c1	5	3	0.2	-4	101	-9	-5	-9	0	100	40
O=C(O)CNS(=O)(=O)c1ccc2[nH]c(=O)c(=O)[nH]c2c1	10	-3	0.4	0	101	-4	-3	-2	1	97	26
O=C(c1ccc(F)cc1)C1CCN(C(=O)N2CCOCC2)CC1	5	3	0.2	-6	99	-10	-3	-4	0	99	65
COc1cccc2c(=O)cc(C)n(CC(=O)Nc3cccc(C)c3)c12	11	-3	1.2	-1	104	0	-2	-3	26	103	22
CC(=O)Nc1nnc(COc2ccccc2)s1	12	1	0.1	-2	96	-7	-2	0	1	98	11
Cc1cccc(C(=O)NC(=S)NNC(=O)c2ccccc2Cl)c1	2	0	0.1	2	100	2	-9	-2	-3	100	6
CCCOc1ccc(C(=O)NCC(c2cccs2)N(C)C)cc1 (stereo unspecified)	3	-2	0.5	0	102	1	-5	-6	8	101	26
CC(=O)Cc1ccccc1OC(=O)c1ccco1	12	-2	0.7	0	102	-3	1	-4	2	94	7
CC(=O)c1c(N2CCCC2)nc(=S)n(-c2ccccc2)c1C	6	0	-0.2	-6	103	-5	-6	-3	0	106	14
COc1ccc(S(=O)(=O)N2CCN(C3CCCCCCC3)CC2)cc1	5&12	1&-1	1.0&0.7	-6&0	107&104	-8&-2	-4&-1	4&1	2&3	101&104	35&26
C/C(=N\NS(=O)(=O)c1ccc(C)cc1)c1ccc(C)s1	6	-1	0.0	0	90	2	-2	-2	1	90	10
COc1ccc(NC(=O)CCSc2ccc3ccccc3n2)cc1	14	-3	0.1	-5	104	0	-7	-2	2	106	6
